JMJD2A Tudor: inhibitors of human JMJD2A Tudor domain | Potency, µM (doses to about 114 µM), for inactives: top-dose activity change, negative = inhibition, actives largely listed as inhibitors | AlphaScreen JMJD2A-Tudor / H3K4me3 peptide binding | O75164 | 390,000 tested, 4.4% active; note: potency is the fitted concentration of half-maximal effect; % is set by controls: 0 for no effect and ±100 for the full control effect; nearly all actives have a fitted effect of over 50% in size
ERG-DNA inh: inhibitors of human ERG Ets domain-DNA interaction. fluorescence polarization, His-ERG Ets domain / labelled DNA. Potency, µM (titrated, usually from 76.9 µM), without a hit: top-dose FP activity, negative = inhibition, actives largely listed as inhibitors. 370,000 tested, 0.028% active. AID 624246; active = well fitted inhibition curve with a large enough effect in the polarisation, with a control signal flat; inconclusive = small, poorly fitted or top-dose-only effect, or effect the other way, or a change in a side signal; inactive = no such curve, though single readings can be large or run the other way; the % refers to the polarisation;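 note: polarization taken with two DNA probes labelled with fluorescein and Texas red; potency is the fitted concentration of half-maximal effect; % of control where 0% means no effect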
Target sequence (P11308 whole entry, looked up, the tested form may be a part): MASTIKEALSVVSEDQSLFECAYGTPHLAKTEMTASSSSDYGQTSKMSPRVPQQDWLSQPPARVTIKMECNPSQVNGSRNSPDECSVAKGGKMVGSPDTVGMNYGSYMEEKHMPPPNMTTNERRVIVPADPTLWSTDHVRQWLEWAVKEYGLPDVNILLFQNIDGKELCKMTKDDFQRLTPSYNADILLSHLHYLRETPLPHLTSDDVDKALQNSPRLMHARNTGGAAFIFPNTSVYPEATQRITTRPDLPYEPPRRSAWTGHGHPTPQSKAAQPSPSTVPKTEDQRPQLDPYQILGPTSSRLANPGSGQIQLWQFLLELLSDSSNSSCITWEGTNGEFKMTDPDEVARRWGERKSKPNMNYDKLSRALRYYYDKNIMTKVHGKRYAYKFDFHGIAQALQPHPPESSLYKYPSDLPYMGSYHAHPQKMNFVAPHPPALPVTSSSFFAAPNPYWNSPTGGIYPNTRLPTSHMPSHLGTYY
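His-tagged ERG Ets domain (1 uM in the protein solution; 300mM KCl, 50mM Tris-HCl, 1mM EDTA, 1mM DTT, pH 7.5) received compound, then a probe mix of 5 nM fluorescein-DNA and 100nM Texas-615-DNA. Fluorescence polarization was read for both dyes.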
G9a block: blocks human histone lysine methyltransferase G9a; 350,000 tested, 8.8% active; Q96KQ7; G9a H3K9 monomethylation, AlphaScreen, 2 h; Potency, µM (titrated, usually from 102 µM), for the others: at the highest dose activity, negative = inhibition, most hits filed as inhibitors; AID 504332; note: potency is the fitted concentration of half-maximal effect; % is set by controls: 0 for no effect and ±100 for the full control effect; nearly all actives have a fitted effect of over 75% in size
Target sequence (Q96KQ7 913-1193 limits assumed): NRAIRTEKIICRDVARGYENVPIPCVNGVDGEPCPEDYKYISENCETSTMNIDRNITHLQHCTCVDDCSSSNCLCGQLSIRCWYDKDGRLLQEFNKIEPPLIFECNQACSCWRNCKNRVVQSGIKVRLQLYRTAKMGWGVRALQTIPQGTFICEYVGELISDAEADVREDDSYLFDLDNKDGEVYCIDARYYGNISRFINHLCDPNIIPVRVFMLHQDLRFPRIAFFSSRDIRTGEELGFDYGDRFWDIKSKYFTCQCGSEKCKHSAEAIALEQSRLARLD
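Compounds were preincubated with 20 nM G9a for 15 min, after which biotinylated H3K9 peptide (500 nM) and SAM (20 uM) started a 2 h room-temperature reaction. Monomethylated product was quantified by antibody-based AlphaScreen chemiluminescence.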
ALOX12 inh: inhibitors of human 12S-lipoxygenase ALOX12 | P18054 | purified 12hLO, xylenol orange hydroperoxide absorbance | Potency, µM (doses to about 108 µM), without a hit: at the highest dose activity change, negative = inhibition, actives largely listed as inhibitors | 580,000 tested, 1.1% active; note: potency is the fitted concentration of half-maximal effect; % is set by controls: 0 for no effect and ±100 for the full control effect
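Purified human 12hLO (150 nM final) in 25 mM Hepes, 0.01% Triton X-100, pH 7.0 was preincubated 15 min at room temperature with compound. Then 40 uM arachidonic acid was added, 30 min. Hydroperoxide was read by Fe-XO absorbance ratio 573/405 nm.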
PI4K2A block: blocks human PI4K2A kinase activity | Q9BTU6 | purified PI4K2A, ADP-Glo luminescence, 1 h; stronger effect = lower value | activity change, negative = inhibition, % at 76.9 µM | 420,000 tested, 0.13% active | AID 1346378; in the data active = activity change below about -50%; inconclusive = mostly about -30% to -49%;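 note: -100% = wells without enzyme as full effect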
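Compounds are screened against recombinant PI4K2A using PI as substrate and ATP, the latter dispensed at 300 microM. Reactions run one hour at ambient temperature before ADP-Glo detection; full inhibition defined by wells lacking enzyme.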
BAZ2B block: inhibitors of human BAZ2B bromodomain; AID 504333; Potency, µM (highest dose often 114 µM), inactives show at the highest dose activity change, negative = inhibition, usual class: inhibitors; Q9UIF8; AlphaScreen BAZ2B-H3K14Ac peptide displacement; 360,000 tested, 4.4% active; note: potency is the fitted concentration of half-maximal effect; % is set by controls: 0 for no effect and ±100 for the full control effect; nearly all actives have a fitted effect of over 60% in size
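In this displacement format the biotinylated H3(5-23) peptide acetylated at Lys14 serves as ligand at 50 nM, with BAZ2B at 50 nM in PBS pH 7.4 containing 0.01% Tween-20. Donor and acceptor beads are 10 ug/mL final.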
RGS4 inh: blocks human RGS4-accelerated GTP hydrolysis; Potency, µM (titrated, usually from 114 µM), without a hit: at the top dose activity change, negative = inhibition, most hits filed as inhibitors; P49798; 390,000 tested, 0.039% active; Transcreener GDP fluorescence polarization, RGS4-accelerated GTP hydrolysis; note: potency is the fitted concentration of half-maximal effect; % is set by controls: 0 for no effect and ±100 for the full control effect; nearly all actives have a fitted effect of over 75% in size; some results filed as inactive show a strong effect at the top dose
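MLSMR compounds (23 nl, pin-transferred) preincubated 10 min at room temperature with a 500nM (2x) first reagent, then RGS4 at 900nM (2x) plus Transcreener GDP mix added; fluorescence polarization (620/688 nm) read before and after 90 min at 30 °C.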
GLS inh: glutaminase GLS (human) inhibition; O94925; 410,000 tested, 0.21% active; AID 624170; Potency, µM (series often up to 45.5 µM), for inactives: top-dose activity change, negative = inhibition, hits mostly inhibitors; GLS enzymatic activity, qHTS titration; note: potency is the fitted concentration of half-maximal effect; % is set by controls: 0 for no effect and ±100 for the full control effect
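hKGA; 45 mM KH2PO4 pH 8.2 + 0.02% Tween-20; cpd via pin tool; 1 mM Gln soln; GluOx/HRP/Amplex Red; RT 30 min; fluor. t0 & final.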
HP1b binding inh: blocks HP1-beta chromodomain binding to methylated histone tails. P83916. 390,000 tested, 0.56% active. AlphaScreen HP1-beta / biotin-H3K9me3 peptide binding. Potency, µM (highest dose often 114 µM), for inactives: top-dose activity change, negative = inhibition, actives largely listed as inhibitors; note: potency is the fitted concentration of half-maximal effect; nearly all actives have a fitted effect of over 70% in size; inactives centre near 23
Target sequence (P83916 whole entry, looked up): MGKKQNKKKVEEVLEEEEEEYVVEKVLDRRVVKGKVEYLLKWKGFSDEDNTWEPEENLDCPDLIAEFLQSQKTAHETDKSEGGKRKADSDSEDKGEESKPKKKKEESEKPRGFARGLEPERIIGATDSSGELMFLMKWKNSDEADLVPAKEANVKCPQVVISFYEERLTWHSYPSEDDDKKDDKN
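AlphaScreen: HP1-beta (50 nM) preformed 30 min with biotin-H3(1-18)K9me3 peptide (50 nM) in PBS pH 7.4, 0.01% Tween-20. Compound added for 30 min at RT, then streptavidin donor/nickel chelate acceptor beads (10 ug/mL) for 30 min.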
* marks the source's active call; other numbers are inactive results; ? = inconclusive; nt = no result given; & = joins results of further samples; [ ] = dose if it differs, or a comment. Unless noted, calls come from the whole dose curve; as a rule, active = well fitted curve in the direction sought with a large enough effect; inconclusive = small, poorly fitted or top-dose-only effect, or another doubt; inactive = no such curve, though single readings can be large; an effect the other way counts as inactive or inconclusive. These rows are one share of the data (hit frequency here may not be typical).

Structure	JMJD2A Tudor	ERG-DNA inh	G9a block	ALOX12 inh	PI4K2A block	BAZ2B block	RGS4 inh	GLS inh	HP1b binding inh
O=C(CSc1nnnn1-c1ccccc1)Nc1ncc2c(n1)CC(c1ccccc1)CC2=O (stereo unspecified)	-14%	8%	0%[59 µM]	0%	5	12%	5%	4%	15%
COc1ccc2nc(NC(=O)CCNC(=O)c3ccco3)sc2c1	1%	1%	?	15%	6	11%	-9%	-7%	32%[activator]
CCN(CC)S(=O)(=O)c1ccc2c(c1)c(=O)c(C(=O)NCc1ccccc1)cn2C	-15%	1%	-13%[59 µM]	-12%	1	nt	7%	-28%	-9%
Cc1cc(Nc2ccccc2)n(-c2cccc(Cl)c2)n1	15%	-1%	?	-3%	2	-1%	18%	6%	38%
NCCc1nnc(SCc2c(F)cccc2Cl)o1	-13%	0%	-4%[59 µM]	2%	0	1%	-6%	8%	40%
COc1ccccc1Cc1nc2ccccc2nc1SCC(=O)NCCc1ccccc1	-2%	-1%	12%[59 µM]	0%	-2	1%	-20%	-3%	26%[57 µM]
CCOC(=O)c1c(C)n(-c2ccc(C)cc2)c2c(C(C(C)=O)C(=O)O)c(Br)c(O)c(O)c12 (stereo unspecified)	-36%	-1%	?	98%[activator]	1	11%	?	23%	?
COc1ccc(CNC(=O)CSc2nnc(C)c(=O)[nH]2)cc1	1%	3%	-9%[12.7 µM]	-2%	-13	-4%	-27%	9%	26%
COc1ccc(C(=O)c2sc(Nc3cc(Cl)ccc3C)nc2N)cc1OC	22µM*	4%	-48%[59 µM]	-26%	-3	?	-15%	2%	-21%
O=C1OC(c2cc(Br)c(O)c(Br)c2)c2ccccc21 (stereo unspecified)	-9%	-13%	nt	-12%	-5	nt	0%	7%	7%
Cc1cc(C)cc(-n2nnc(C(=O)NCc3ccccc3Cl)c2N)c1	-11%	7%	-6%	0%	-6	2%	-27%	-2%	22%
O=C(CSc1nnnn1C1CCCCC1)Nc1ccccc1N1CCOCC1	-10%	-3%	35µM*	9%	9	-27%	7%	0%	31%[activator]
NS(=O)(=O)c1cccc(NC(=S)NCc2ccc3c(c2)OCO3)c1	-20%	-2%	50µM*	-24%	1	-19%	16%	0%	3%
Cc1ccc(OCc2ccc(C(=O)Nc3cc(C)on3)o2)c([N+](=O)[O-])c1	-22%	-8%	-11%	-27%	1	-6%	-54%	2%	34%
Cc1ccc(S(=O)(=O)N2CCCc3cc(NC(=O)c4cccc(Cl)c4)ccc32)cc1	-17%	2%	9%[59 µM]	0%	-1	-17%	5%	-6%	15%
CCc1ccccc1NC(=O)CCC(=O)c1cccs1	-14%	1%	12%	360%[activator]	-2	-20%	11%	0%	28%
CCOc1ccc(OCCC(=O)N2CCc3cc(OC)c(OC)cc3C2)cc1	-30%	-6%	-41%	?	5	-29%	11%	-1%	-8%
CC1(C)CC(O)CC(C)(C)N1CC(O)COCCOc1ccc(Br)cc1 (stereo unspecified)	-3%	3%	16%	0%	3	2%	13%	10%	10%
Cc1c(C=NCCOCc2ccccc2)cnn1C	8%	-2%	-3%[12.7 µM]	0%	20	0%	-15%	-8%	45%[activator]
O=C(NCCCN1CCN(c2ccccc2)CC1)c1nnc(Cc2ccc(F)cc2)o1	-20%	2%	-11%[59 µM]	-17%	1	-18%	-2%	16%	34%
COc1ccc(Cn2nnc3ccccc32)cc1	-7%	-23%	9%[2.33 µM]	6%	4	0%	0%	-5%	52%[activator]
COC(=O)c1cc2sc(C)cc2n1Cc1nc(-c2ccc(C)cc2)oc1C	-12%	0%	-9%[59 µM]	-24%	-2	-5%	46%	-9%	29%
CC(C)(C)NC(=S)NCc1ccncc1	-21%	1%	-27%	-27%	-1	-4%	0%	3%	19%
OC1CCCN(Cc2ccc3ccc4cccc5ccc2c3c45)C1 (stereo unspecified)	-26%	nt	-6%[59 µM]	?	2	-7%	17%	17%	6%
CC(=O)n1cc(/C=C2/N=C(c3ccccc3)OC2=O)c2ccccc21	-17%	13%	-11%[59 µM]	-20%	17	-9%	-2%	2%	7%
COc1cc(C(=S)N2CCCC2)cc(Cl)c1OCC(=O)Nc1ccc(C)cc1C	?	9%	7.9µM*	?	-2	?	?	21%	?
CC(=NNc1nc2ccccc2s1)c1ccncn1	?	nt	nt	20%	-3	nt	-8%	11%	-16%
CCN(C(N)=S)c1ccccc1	2%	-16%	1%[59 µM]	116%	5	-4%	27%	14%	24%
CCOc1cc(/C=N/NC(=O)COc2ccc(Cl)cc2)ccc1OS(=O)(=O)c1ccccc1	-19%	-4%	?	0%	2	?	23%	12%	32%
Cc1cc(C)nc(NS(=O)(=O)c2ccc(Br)s2)c1	-21%	1%	50µM*	?	0	-2%	-21%	-2%	30%
COc1cccc(C(=O)CSc2nnnn2C)c1	-3%	2%	?	?	-3	4%	?	1%	51%[activator]
COc1ccccc1C1CC(c2ccc(NS(C)(=O)=O)cc2)=NN1C(=O)c1ccccc1 (stereo unspecified)	-28%	3%	?	-19%	2	-11%	-17%	3%	12%
N#CC1=C(SCc2ccccc2)NC(=O)CC1c1ccccc1 (stereo unspecified)	-2%	-1%	-1%[59 µM]	-15%	-7	3%	26%	6%	28%
Cc1ccc(NC(=O)COCC(=O)Nc2ccc(C)cc2)cc1	-14%	-23%	nt	0%	-6	2%	20%	-4%	32%[activator]
CCCCN(CC)C(=O)c1oc2ccc(S(=O)(=O)N3CCCC3)cc2c1C	?	0%	14%[59 µM]	-17%	6	-12%	-48%[56.9 µM]	21%	31%
COC(=O)C1=C(C)N(CCCC(=O)O)C(=O)NC1c1ccc([N+](=O)[O-])cc1 (stereo unspecified)	-16%	-2%	nt	?	1	nt	-4%	1%	28%
COc1ccc(-n2cnc3scc(-c4ccc(OC)c(OC)c4)c3c2=O)cc1	-23%	-6%	?	-5%&-6%	-1	?	30%	-1%	23%
O=C(c1ccc(OC2CCN(C/C=C/c3ccc(F)cc3)CC2)cc1)N1CCCCC1	-24%	-5%	5%	-25%	3	-30%	-10%	10%	-1%
COc1ccccc1N1C(=O)CC(N2CCc3ccccc32)C1=O (stereo unspecified)	-32%	-7%	-31%[12.7 µM]	?	?	-6%	27%	11%	-25%
Nc1cccc(C2=Nc3cccc4cccc(c34)N2)c1	-3%	-5%	25µM*	-6%	-30	-6%	-12%	4%	20%
COC(=O)c1sccc1NC(=O)Nc1cccc(OC)c1	-17%	-4%	nt	10%	-9	3%	-30%	-4%	38%
COc1ccc(N(C(=O)/C=C/c2ccccc2)C2=CC3CCC(C2)N3C)cc1 (stereo unspecified)	-3%	27%	-30%	63%[activator]	2	-27%	4%	-2%	29%
CCOc1ccc(/C=N/NC(=O)c2ccc(O)cc2)cc1CN1CC2CC(C1)c1cccc(=O)n1C2 (stereo unspecified)	-26%	8%	-1%[0.501 µM]	12%	-2	-21%	-13%	4%	16%
COc1ccc(/C=C/C(=O)N2CCC(c3nc4ccccc4o3)CC2)cc1	-26%	1%	-7%[59 µM]	?	-5	-28%	-1%	-3%	10%
Cc1cccc(C(=O)NCC(=O)N2CCOCC2)c1	4%	-4%	91%[activator]	-3%	2	5%	1%	0%	31%
Cc1nn(C)c(Cl)c1CN1CCCC(CCC(=O)NCc2ccccc2F)C1 (stereo unspecified)	-14%	2%	27%	5%	4	-15%	24%	3%	12%
CCOC(=O)c1ccc(S(=O)(=O)Nc2cc(S(=O)(=O)Nc3ccc(OC)cc3)ccc2O)cc1	-20%	-1%	nt	?	-4	nt	-16%	-6%	12%
Cc1cc(C)nc(SCc2cc(=O)c(OC(=O)c3ccc(S(=O)(=O)N(C)C)cc3)co2)n1	-17%	7%	21%[59 µM]	-16%	5	4%	-14%	9%	66%[activator]
CC(C)CNC(=O)c1nn(Cc2ccccc2)c(=O)c2ccccc12	-3%	10%	-5%	3%&41%	-22	12%	-19%	0%	55%[activator]
O=C(C1=C[C@@H](c2coc3ccccc3c2=O)C[C@@H](OCCCCO)O1)N1CCN(Cc2ccc3c(c2)OCO3)CC1	-19%	5%	-2%[59 µM]	?	0	-19%	3%	2%	14%
CCC(COC)Oc1cc(NCc2ccccc2)c2ncn(C(C)C)c2c1 (stereo unspecified)	50µM*	-4%	1%[0.501 µM]	-47%	?	50µM*	-86%	4%	-25%
Cc1cccnc1NC(=O)CNC(=O)c1cccs1	-8%	-4%	8%[0.501 µM]	4%	-4	11%	12%	-3%	18%

Some of the entries so far, with two lines to a compound:
Values in the order – JMJD2A Tudor	ERG-DNA inh	G9a block	ALOX12 inh	PI4K2A block	BAZ2B block	RGS4 inh	GLS inh	HP1b binding inh
Cc1nn(C)c(Cl)c1CN1CCCC(CCC(=O)NCc2ccccc2F)C1 (stereo unspecified)
 : -14%	2%	27%	5%	4	-15%	24%	3%	12%
CCOC(=O)c1ccc(S(=O)(=O)Nc2cc(S(=O)(=O)Nc3ccc(OC)cc3)ccc2O)cc1
 : -20%	-1%	nt	?	-4	nt	-16%	-6%	12%

Screens from PubChem BioAssay.
